TGFb SMAD3 inh – TGF-b pathway inhibition. HepG2 CAGA-GFP TGF-b/SMAD3 reporter, GFP fluorescence, 18 h; TGF-beta stimulated, 500 pg/mL final. Potency, µM (series often up to 46.1 µM), inactives show at the highest dose activity, negative = inhibition, actives largely listed as inhibitors. 1.2% of 410,000 active. AID 588855; note: potency is the fitted concentration of half-maximal effect; % is set by controls: 0 for no effect and ±100 for the full control effect; nearly all actives have a fitted effect of over 65% in size
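HEPG2 CAGA-GFP, 1000 cells/well; 2 h settle, 37 C; cpd via pin tool; TGF-b 500 pg/mL final; 18 h, 37 C; GFP imaging ex488/em500-530; %Activity normalised to -TGF-b and +DMSO controls; CRC fit, curve class.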
Nrf2 activator – activates Nrf2 signaling; AID 624171; AREc32 ARE-luciferase reporter (MCF7-derived line), luminescence, 24 h; Potency, µM (top dose mostly 46.1 µM), for the others: at the highest dose activation, most hits filed as activators; 0.31% of 410,000 active; note: potency is the fitted concentration of half-maximal effect; % of control where 0% means no effect; nearly all actives have a fitted effect of over 65% in size
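ARE-driven firefly luciferase activity in AREc32 cells measured after a 24 hr compound exposure at 37 deg C, using Steady-Glo reagent and a 30 min room-temperature hold.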
Nrf2 inh – Nrf2 pathway inhibition; A549 ARE-Fluc reporter, luciferase luminescence, 18-24 h; Potency, µM (top dose mostly 46 µM), inactives show at the highest dose activity change, negative = inhibition, hits mostly inhibitors; 2.1% of 360,000 active; AID 504444; note: potency is the fitted concentration of half-maximal effect; % is set by controls: 0 for no effect and ±100 for the full control effect; nearly all actives have a fitted effect of over 60% in size
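Cells were seeded and rested 2 h, then exposed to compounds for 18-24 h. CellTiter-Fluor was read first as a viability measure. BugLite was added 15 min before the final luminescent read of ARE-luciferase activity in A549 cells.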
ATXN2 expr inh – reduces ATXN2 reporter expression in HEK-293 cells. HEK-293 ATXN2-luciferase reporter, luminescence, 24 h. Potency, µM (titrated, usually from 57 µM), for inactives: top-dose activity change, negative = inhibition, most hits filed as inhibitors. 0.72% of 360,000 active; note: potency is the fitted concentration of half-maximal effect; % is set by controls: 0 for no effect and ±100 for the full control effect; nearly all actives have a fitted effect of over 55% in size
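qHTS (up to 57 uM final) was run with 24 h compound exposure of reporter cells at 37 °C. Each well was multiplexed: SteadyGlo luminescence measured ATXN2-luciferase expression after a fluorogenic Gly-Phe-AFC viability readout (25 uM final).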
IL-2 act – activators of IL-2. IL-2 activation reporter assay, cell-based qHTS; stimulated with anti-CD3/CD4/CD28 beads; in transgenic mouse T cells. activation, % (series mostly up to about 46 µM). 0.065% of 360,000 active; in the data active = activation above about 50%; inconclusive = mostly about 30% to 49%; note: 0% is about no effect
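Unstimulated transgenic mouse T cells; 60-min compound exposure; bead-based TCR/CD4/CD28 stimulation; 18 h culture, 37 degrees C; dual fluorescence (EGFP, DsRed) plate cytometry.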
A549 viability – kills or reduces viability of A549 cells in Nrf2 counter-screen. A549 ARE-Fluc cells, CellTiter-Fluor viability, 18-24 h. Potency, µM (doses to about 46 µM), for inactives: at the top dose activity change, negative = cytotoxicity, hits mostly inhibitors. 0.16% of 390,000 active. AID 504648; note: potency is the fitted concentration of half-maximal effect; % is set by controls: 0 for no effect and ±100 for the full control effect
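A549 ARE-Fluc cells in 5% FBS OPTI-MEM, 5000 cells/well, rested 2 h then exposed to compounds in concentration-response for 18-24 h at 37 °C. Viability by CellTiter-Fluor fluorescence (Ex 405/Em 525) after 30 min; luciferase luminescence (BugLite, 15 min, RT) read afterwards.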
S2 tox – viability counter-screen for ATXN expression inhibitors. S2 cells (HEK-293 line with an ATXN2-luciferase reporter) viability, CellTiter-Fluor protease fluorescence, 24 h. Potency, µM (doses to about 56.7 µM), most hits filed as cytotoxic. 0.49% of 400,000 active; note: potency is the fitted concentration of half-maximal effect; nearly all actives have a fitted effect of over 40% in size
EPAC2 ag – agonists of human EPAC2 (RAPGEF4); Q8WZA2; EPAC2 activation, biochemical qHTS; response scale: 100% = 6.5 mM cAMP response; Potency, µM (highest dose often 154 µM), for inactives: at the highest dose activation, most hits filed as activators; 0.079% of 360,000 active; note: potency is the fitted concentration of half-maximal effect; nearly all actives have a fitted effect of over 50% in size
Target sequence (Q8WZA2 whole entry, looked up): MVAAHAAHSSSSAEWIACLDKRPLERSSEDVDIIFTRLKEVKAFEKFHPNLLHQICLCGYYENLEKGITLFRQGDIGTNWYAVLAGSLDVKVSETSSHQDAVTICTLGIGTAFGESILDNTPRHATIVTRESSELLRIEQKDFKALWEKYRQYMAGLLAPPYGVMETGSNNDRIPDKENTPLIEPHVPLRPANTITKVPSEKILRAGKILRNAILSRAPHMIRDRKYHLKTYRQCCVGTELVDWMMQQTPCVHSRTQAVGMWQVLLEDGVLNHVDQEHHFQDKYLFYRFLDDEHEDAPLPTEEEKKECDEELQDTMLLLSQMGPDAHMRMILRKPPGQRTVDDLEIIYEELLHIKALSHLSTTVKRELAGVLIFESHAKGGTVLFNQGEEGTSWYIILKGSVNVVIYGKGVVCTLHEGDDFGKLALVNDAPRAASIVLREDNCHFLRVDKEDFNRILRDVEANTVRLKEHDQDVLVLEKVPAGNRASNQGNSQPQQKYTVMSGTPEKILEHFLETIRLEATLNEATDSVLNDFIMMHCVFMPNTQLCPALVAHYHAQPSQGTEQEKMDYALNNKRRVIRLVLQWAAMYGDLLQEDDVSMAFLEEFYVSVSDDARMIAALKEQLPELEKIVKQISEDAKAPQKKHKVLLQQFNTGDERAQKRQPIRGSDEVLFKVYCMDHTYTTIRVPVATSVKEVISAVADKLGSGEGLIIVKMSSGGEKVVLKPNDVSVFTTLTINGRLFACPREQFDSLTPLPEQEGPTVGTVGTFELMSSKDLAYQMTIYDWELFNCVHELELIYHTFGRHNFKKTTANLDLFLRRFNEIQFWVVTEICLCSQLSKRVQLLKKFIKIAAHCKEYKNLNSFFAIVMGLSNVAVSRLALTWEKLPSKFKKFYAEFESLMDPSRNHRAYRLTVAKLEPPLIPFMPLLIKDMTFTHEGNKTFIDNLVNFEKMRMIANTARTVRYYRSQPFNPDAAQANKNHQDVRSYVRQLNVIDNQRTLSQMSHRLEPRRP
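Setup: EPAC2 100 nM, labeled Rap1B complex 250 nM, free GDP 50 uM. Compound titrations pinned in, brief spin, 5 min room temperature incubation. Kinetic fluorescence read over 30 min, normalized to 6.5 mM cAMP.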
HepG2 tox – HepG2 cytotoxicity, counter-screen for TGF-b inhibitors; HepG2 CAGA-GFP viability, ATP luminescence, 18 h; Potency, µM (titrated, usually from 46.1 µM), for inactives: top-dose activity change, negative = cytotoxicity, hits mostly cytotoxic; 0.76% of 410,000 active; AID 588856; note: potency is the fitted concentration of half-maximal effect; some results filed as inactive show a strong effect at the top dose
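HepG2 CAGA-GFP cells (1000/well, DMEM with 1% FBS) received compound, then TGF-beta at 500 pg/mL final, and were incubated 18 hours at 37 degrees C. Viability was read by CellTiter-Glo luminescence. Media-only wells were set as complete cell-killing and DMSO as no toxicity.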
The depositor's hits bear a star; i = inactive; ? = inconclusive; . = not tested or not shown; [ ] = dose if it differs, or a comment. Unless noted, calls come from the whole dose curve; as a rule, active = well fitted curve in the direction sought with a large enough effect; inconclusive = small, poorly fitted or top-dose-only effect, or another doubt; inactive = no such curve, though single readings can be large; an effect the other way counts as inactive or inconclusive.

SMILES	TGFb SMAD3 inh	Nrf2 activator	Nrf2 inh	ATXN2 expr inh	IL-2 act	A549 viability	S2 tox	EPAC2 ag	HepG2 tox
O=[N+]([O-])c1cccc(-c2ccc(CN3CCCCC3)o2)c1	3%	4.1%	-12%	2%	0.2	-17%	i	-7%	-39%
O=S(=O)(NCCc1csc(-c2cccnc2)n1)c1cc(F)ccc1F	-20%	-0.2%	0%	1%	-0.9	28%	i	8%	101%
Cc1ccc(S(=O)(=O)N2CCOC2CNC(=O)C(=O)NCc2ccc3c(c2)OCO3)cc1 (stereo not given)	0%	0.2%	-3%	-12%	-0.7	0%	i	4%	-12%
CC(=O)C1=C(O)C(=O)N(CCc2c[nH]c3ccccc23)C1c1cccc(O)c1 (stereo not given)	-19%	0.3%	22%	3%	3.9	-5%	i	-6%	6%
CCn1ncc(/C=C/C(=O)NCc2cn(C)nc2C)c1C	-20%	0.1%	1%	1%	-1.7	2%	i	-12%	8%
O=C(CCCc1ccccc1)N1CCN(C2CCCCC2)CC1	27%	5.9%	24%	.	0.7	12%	i	10%	-2%
CC(C)(C)NC(=O)NC(=O)COC(=O)c1cccc(F)c1	13%	-0.7%	22%	0%	-1.1	11%	i	3%	-1%
COc1cccc(CN(C)CC(=O)NCc2ccc(C)cc2)c1	-13%	1.8%	?	-7%	-0.3	12%	i	2%	-14%
CC=CC1OCC(CC)C(CCC)O1 (stereo not given)	-5%	-0.2%	6%	-1%	0.3	11%	i	1%	-4%
CC1CCCCN1S(=O)(=O)c1ccc(S(=O)(=O)N(Cc2ccccc2)Cc2ccco2)cc1 (stereo not given)	1%	0.4%	?	8%	-1.6	-1%	i	10%	0%
Cc1ccc(C)c(SCC(=O)OCC(=O)c2ccco2)c1	0%	0.0%	8%	-21%	-0.6	1%	i	11%	3%
CCn1c(=O)n(CC)c2cc(N3CCCC3)c(NC(=O)c3ccccc3OC)cc21	-2%	6.2%	?	-28%	-2.0	?	?	8%	-22%
CN(C(=O)c1cccc(NC(=O)Cc2cccc(NC(=O)C3CCN(C(=O)c4ccccc4)CC3)c2)c1)C1CC1	4%	0.4%	10%	6%	0.1	-3%	i	0%	2%
CCOC(=O)c1sc(NC(=O)c2cc3n(n2)C(C(F)(F)F)CC(c2ccccc2)N3)c(C(=O)OCC)c1C (stereo not given)	11%	0.1%	-7%	8%	-1.6	13%	i	7%	-36%
COc1cc2c(cc1O)C(Cc1ccc(O)cc1)[N+](C)([O-])CC2 (stereo not given)	-7%	-0.3%	6%	6%	0.3	-3%	i	1%	-14%
O=C(NCCC1=CCCCC1)C(=O)NCC(c1ccco1)N1CCN(c2ccccc2)CC1 (stereo not given)	7%	-0.8%	?	0%	-0.2	-19%	?	-12%	18%
CC(=O)N1CCN(c2ccccc2NC(=O)c2ccco2)CC1	0%	-0.5%	-10%	1%	1.5	-8%	i	8%	-11%
Cc1cc(-c2ccc(C)c(S(=O)(=O)N3CCCC(C)C3)c2)on1 (stereo not given)	-24%	-0.3%	?	.	.	3%	.	.	-31%
O=C1N[C@@H](Cc2ccccc2)COC(=O)[C@H](Cc2ccc(F)cc2)C/C=C\C[C@@H]1CC(=O)N(CCO)Cc1ccccc1	?	5.5%	-21%	?	-0.8	-11%	?	17%	-8%
COc1ccc(CNc2oc(C)nc2C#N)cc1	-3%	0.3%	1%	3%	2.7	6%	?	-4%	1%
CN1C(=O)c2c(C(=O)Nc3ccc(Oc4ccncc4)cc3)[nH]c(-c3ccccc3)c2C1=O	-4%	7.5%	.	8%	2.0	.	i	6%	2%
Cc1c(NS(=O)(=O)c2cc(C(=O)NCc3cccc(Cl)c3)ccc2Cl)c(=O)n(-c2ccccc2)n1C	-21%	2.4%	-3%	5%	-0.1	-2%	i	7%	-5%
O=C(NCc1ccc2c(c1)OCO2)c1c(-c2ccsc2)sc2ccccc12	-18%	12%	?	10%	-3.5	11%	i	6%	-35%
COc1ccc(Cl)cc1N=Cc1c(O)c2ccccc2oc1=O	-19%	0.2%	-9%	-21%	17	-5%	i	-2%	-7%
O=C(CSc1nnc(-c2ccco2)n1-c1ccccc1)NCC1CCCO1 (stereo not given)	5%	0.2%	15%	3%	-2.2	0%	i	4%	-3%
O=C(CSc1nnnn1C1CCCCC1)N1CCN(C(=O)c2ccco2)CC1	-12%	0.4%	9%	.	0.7	0%	.	3%	-52%
CCn1c(SCC(=O)NCc2ccc3c(c2)OCO3)nnc1-c1c[nH]c2ccccc12	1%	0.1%	-7%	3%	0.0	-3%	i	-1%	1%
CC(=O)N(\C=C/C=C/C=C1\Sc2ccccc2C1=O)c1ccccc1	?	?	-2%	-32%[11.3 µM]	-7.9	-19%	i	-13%	-3%
O=C(Nc1cccc(C(=O)O)c1)/C(=C/c1ccc([N+](=O)[O-])cc1)NC(=O)c1ccccc1	-23%	-0.3%	6%	.	2.6	-1%	i	4%	1%
O=C(Nc1cc(NC(=O)c2ccccc2Cl)ccc1Cl)c1ccccc1	0%	7.6%	?	12%	.	-2%	?	.	-25%

Complete entries as entered above. Order of values: TGFb SMAD3 inh | Nrf2 activator | Nrf2 inh | ATXN2 expr inh | IL-2 act | A549 viability | S2 tox | EPAC2 ag | HepG2 tox
Shown for O=[N+]([O-])c1cccc(-c2ccc(CN3CCCCC3)o2)c1 = 3% | 4.1% | -12% | 2% | 0.2 | -17% | i | -7% | -39%
Shown for O=C(NCc1ccc2c(c1)OCO2)c1c(-c2ccsc2)sc2ccccc12 = -18% | 12% | ? | 10% | -3.5 | 11% | i | 6% | -35%

The results go on.
SMILES	TGFb SMAD3 inh	Nrf2 activator	Nrf2 inh	ATXN2 expr inh	IL-2 act	A549 viability	S2 tox	EPAC2 ag	HepG2 tox
CCCc1ccc(-c2ccc(/C=C/C(=O)O)cc2)nc1	-8%	-2.7%	0.037µM*	-49%	-2.4	0%	i	5%	-4%
CC(CC(=O)Nc1nc2ccccc2[nH]1)c1ccccc1 (stereo not given)	?	3.6%	0%	37%[activator]	0.2	11%	i	1%	-34%
COc1cccc(NC(=O)Nc2ccc3c(c2)nnn3C)c1	2%	0.4%	.	6%	-0.1	3%	i	9%	3%
NC(=O)c1cc2ccccc2o/c1=N\NC(=O)c1ccccc1O	-1%	0.0%	8.2µM*	-1%	-1.0	-10%	i	2%	-5%
CCc1ccc(-n2c(=O)c3c(C)c(C(=O)N(C)C)sc3n(CC(=O)Nc3cc(Cl)ccc3C)c2=O)cc1	8%	-0.8%	.	.	.	8%	.	.	2%
COc1ccc(C(C)=O)cc1CON=C1CSCc2ccccc21	-21%	6.1%	.	.	-1.5	.	i	11%	-27%
CCN(CC)S(=O)(=O)c1ccc(C)c(NC(=O)CSc2nc3ccc(C)cc3[nH]2)c1	-25%	-0.6%[9.22 µM]	?	-13%	0.0	2%	i	11%	-30%
O=C(CNC(=S)N(CCCN1CCOCC1)Cc1cccs1)N1CCCCCC1	-14%	-0.7%	-4%	6%	-1.3	9%	i	14%	7%
COC(=O)Cn1c(=NC(=O)CSCC(=O)Nc2cc(C)on2)sc2ccccc21	-2%	-0.4%	16%	-12%	-0.4	1%	i	2%	1%
Cc1ccc(Cl)cc1N1CCN(C(=O)c2ccc(CS(=O)c3ccccc3)o2)CC1 (stereo not given)	?	-1.9%	.	.	.	-7%	.	.	-24%
CNC(=O)c1c(NC(=O)C2=COCCO2)sc2c1CCC(C)C2 (stereo not given)	-15%	-0.3%	22%	35%[activator]	0.7	8%	i	4%	-10%
O=C(Nc1ccccc1)c1cc2ccccc2s1	-3%	4.4%	?	28%	-0.5	0%	i	6%	-38%
Cn1c(=N)n(CC(O)c2ccco2)c2ccccc21 (stereo not given)	1%	0.3%	6%	-9%	-2.8	-4%	i	0%	-3%
CCn1cc(C(=O)NCCc2ccc(C)cc2)c(=O)c2cc(S(=O)(=O)N3CCCCC3)ccc21	-6%	-1.0%	?	0%	.	32%	i	.	3%
Cc1cccc(NC(=O)c2nc[nH]c2C(=O)NCCCCNC(=O)c2[nH]cnc2C(=O)Nc2cccc(C)c2)c1	5%	0.4%	?	-4%	-0.8	-11%	i	11%	1%
CCOc1cccc(CNC(=O)c2ccc(N3CCCC3)c(NC(=O)Nc3ccccc3CC)c2)c1	-18%	-0.7%	.	7%	.	-5%	i	.	6%
O=C(Nc1ccon1)c1ccc(N2CCCCC2)c([N+](=O)[O-])c1	-1%	0.7%	?	62%[activator]	-1.1	-1%	i	16%	-59%
CCCCC[C@@H](C)N1C[C@H](COCc2ccccc2)Oc2cc(N3CCC[C@H]3COC)ccc2S1(=O)=O	.	0.1%	.	18%	0.1	.	i	10%	.
COCCCN1C(=O)C(O)=C(C(C)=O)C1c1ccccn1 (stereo not given)	3%	2.0%	3%	-6%	0.7	5%	i	-1%	1%
CN(C)S(=O)(=O)c1cccc(NC(=O)c2ccc3nccnc3c2)c1	?	3.2%	5.8µM*	0%	-0.1	?	i	-1%	-6%
CCOc1ccc(CCNC(=O)Cn2nc(CC)n3c(cc4sc(CC)cc43)c2=O)cc1OCC	-29%	0.7%	0%	.	.	3%	.	.	-13%
Cc1ccc(/C=C/C(=O)OC(C)C(=O)NC2CCCCC2C)o1 (stereo not given)	0%	-0.7%	?	-5%	-1.9	-9%	i	-1%	-5%
N/C(=N\OC(=O)c1ccco1)c1ccccc1	-1%	18µM*	?	76%[activator]	0.5	-15%	i	5%	-14%
O=C(COC(=O)c1cc(F)cc(F)c1)NCCCc1ccccc1	-4%	-0.4%	6%	-1%	0.1	6%	i	10%	-18%
